From PubChem BioAssay
A549 viability: A549 cytotoxicity, counter-screen for Nrf2 inhibitors | A549 ARE-Fluc cells, CellTiter-Fluor viability, 18-24 h | Potency, µM (doses to about 46 µM), for the others: top-dose activity change, negative = cytotoxicity, actives largely listed as inhibitors | 0.16% of 390,000 active | AID 504648; further: potency means the concentration at half of the fitted maximal effect; on the % scale 0 is the no-effect control and ±100 the full control effect
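A549 ARE_Fluc cells in 5% FBS OPTI-MEM were exposed to compounds in concentration-response for 18-24 h at 37 deg C. Viability was read by CellTiter-Fluor fluorescence (Ex 405/Em 525) after 30 min, before the luciferase read.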
Nrf2 ARE act: activates Nrf2 signaling; 0.31% of 410,000 active; AREc32 ARE-luciferase reporter (MCF7-derived line), luminescence, 24 h; Potency, µM (titrated, usually from 46.1 µM), inactives show at the top dose activation, actives largely listed as activators; further: potency means the concentration at half of the fitted maximal effect; % of control where 0% means no effect; nearly all actives have a fitted effect of over 65% in size
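Steps: seed AREc32_Fluc cells (1000/well, 5% FBS OPTI-MEM); incubate overnight at 37 deg C; add 23 nL compound; incubate 24 hr; add Steady-Glo; hold 30 min RT; read luminescence.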
Akt phos inh: blocks phosphorylation of Akt | Neuro2A IGF-stimulated pAkt S473 HTRF, 20 min; hits give low values | activity change, % for hits at 50 µM | 0.32% of 360,000 active | AID 651550; in the data active means activity change below about -80%; inconclusive means mostly about -51% to -80%; further: on the % scale 0 is the no-effect control and ±100 the full control effect
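Neuro2A cells in DMEM with 0.5% FBS, overnight at 37 deg C, given compound at single 50 µM final, then IGF (6 nM final) for 20 min at 37 deg C. Lysed; phospho-Akt Ser473 by HTRF after 24 h, 665/615 ratio.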
CCT chaperon mod: changes cytosolic chaperonin activity; purified chaperonin ATPase assay, HTRF ADP detection, 30 min; activity change, % (concentration not given with the values), hits read low; 0.3% of 360,000 active; AID 651819; in the data active means activity change below about -30%; further: on the % scale 0 is the no-effect control and ±100 the full control effect
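Nucleotide hydrolysis assay: TRiC at 20–40 nM final (set by batch activity) with 10 uM ATP, 30 min at 37 °C, in presence of 76 uM compound. Detection by competitive ADP HTRF, 30 min ambient.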
TGFb SMAD3 inh: blocks TGF-b signaling; HepG2 CAGA-GFP TGF-b/SMAD3 reporter, GFP fluorescence, 18 h; TGF-beta stimulated, 500 pg/mL final; Potency, µM (titrated, usually from 46.1 µM), without a hit: at the highest dose activity, negative = inhibition, hits mostly inhibitors; 1.2% of 410,000 active; AID 588855; further: potency means the concentration at half of the fitted maximal effect; on the % scale 0 is the no-effect control and ±100 the full control effect; nearly all actives have a fitted effect of over 65% in size
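Cell-based qHTS in HEPG2 carrying a CAGA-GFP Smad reporter; compounds added before 500 pg/mL final TGF-beta, 18 h incubation at 37 degrees C, GFP fluorescence quantified per cell by imaging cytometry.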
HepG2 tox: HepG2 cytotoxicity, counter-screen for TGF-b inhibitors | HepG2 CAGA-GFP viability, ATP luminescence, 18 h | Potency, µM (highest dose often 46.1 µM), inactives show at the highest dose activity change, negative = cytotoxicity, most hits filed as cytotoxic | 0.76% of 410,000 active | AID 588856; further: potency means the concentration at half of the fitted maximal effect; some results filed as inactive show a strong effect at the top dose
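HepG2 CAGA-GFP cells (1000/well, DMEM with 1% FBS) received compound, then TGF-beta at 500 pg/mL final, and were incubated 18 hours at 37 degrees C. Viability was read by CellTiter-Glo luminescence. Media-only wells were set as complete cell-killing and DMSO as no toxicity.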
Nrf2 block: Nrf2 pathway inhibition | 2.1% of 360,000 active | A549 ARE-Fluc reporter, luciferase luminescence, 18-24 h | AID 504444 | Potency, µM (doses to about 46 µM), without a hit: at the highest dose activity change, negative = inhibition, actives largely listed as inhibitors; further: potency means the concentration at half of the fitted maximal effect; on the % scale 0 is the no-effect control and ±100 the full control effect; nearly all actives have a fitted effect of over 60% in size
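Cells were seeded and rested 2 h, then exposed to compounds for 18-24 h. CellTiter-Fluor was read first as a viability measure. BugLite was added 15 min before the final luminescent read of ARE-luciferase activity in A549 cells.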
Mm-Cpn inhibitor: M. maripaludis TRiC chaperonin inhibition. purified Mm-Cpn ATPase, ADP Transcreener TR-FRET. Potency, µM (doses to about 76.9 µM), inactives show at the top dose activity, negative = inhibition, usual class: inhibitors. 0.031% of 330,000 active. AID 504842; further: potency means the concentration at half of the fitted maximal effect; on the % scale 0 is the no-effect control and ±100 the full control effect; nearly all actives have a fitted effect of over 80% in size
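Reaction buffer contained 30 mM Tris pH 7.4, 100 mM KCl, 5 mM MgCl2 and 1 mM DTT. Mm-CPN (25 nM final) hydrolysed 10 uM ATP over 30 min at 37°C; ADP was read by HTRF.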
S2 tox: reduces viability in counter-screen for ATXN expression inhibitors; S2 cells (HEK-293 line with an ATXN2-luciferase reporter) viability, CellTiter-Fluor protease fluorescence, 24 h; Potency, µM (highest dose often 56.7 µM), hits mostly cytotoxic; 0.49% of 400,000 active; further: potency means the concentration at half of the fitted maximal effect; nearly all actives have a fitted effect of over 40% in size
The depositor's hits bear a star; i = inactive; ? = inconclusive; nt = no result given; [ ] = dose if it differs, or a comment. Unless noted, the call rests on the fitted dose curve; in most records, active means well fitted curve in the direction sought with a large enough effect; inconclusive means small, poorly fitted or top-dose-only effect, or another doubt; inactive means no such curve, though single readings can be large; an effect the other way counts as inactive or inconclusive. Random draw from the library. Share with any hit: about 4.4%.

SMILES	A549 viability	Nrf2 ARE act	Akt phos inh	CCT chaperon mod	TGFb SMAD3 inh	HepG2 tox	Nrf2 block	Mm-Cpn inhibitor	S2 tox
COc1ccc(CCC(=O)NCC(c2ccco2)N2CCc3ccccc32)cc1 (centres undefined)	-14%	-1.1%	i	0.2	?	9%	12%	?	i
Cc1ccc(NC(=O)c2ncn(CCCNCC(C)c3ccccc3)n2)cc1C (centres undefined)	-6%	12%	i	-1.1	?	-34%	15%	nt	i
Cc1cc(C)nc(NC(=O)c2c(-c3ccccc3Cl)noc2C)n1	-5%	0.2%	i	-2.3	-3%	0%	-1%	1%	i
CCc1nc2ccc(C(=O)NCCOc3ccc(OC)cc3)cn2c1N(C=O)Cc1ccc(OC)cc1	nt	0.3%	i	-1.8	-2%	-18%	nt	nt	i
Cc1cccn2c(=O)c3cc(C(=O)N4CCN(Cc5ccccc5)CC4)sc3nc12	7%	7.0%	i	-0.3	-3%	-18%	-2%	-1%	i
O=C1c2ccc(-c3ccc(F)cc3OCc3ccccc3)cc2S(=O)(=O)c2cccc(C(=O)N3CCN(c4ncc(Br)cn4)CC3)c21	2%	0.3%	i	-3.3	-3%	-18%	-1%	2%	i
CCC(C)C(NS(=O)(=O)c1ccc(C)cc1)C(=O)NCCCN1CCOCC1 (centres undefined)	2%	-0.5%	i	0.2	-1%	5%	15%	0%	i
O=C(NC1CCCC1)C(c1ccccc1)N(Cc1ccc(F)cc1)C(=O)c1csnn1 (centres undefined)	-17%	0.3%	i	-0.8	13%	2%	-6%	1%	?
CCC1=NC(c2ccccc2Cl)N(O)C1(C)C (centres undefined)	9%	0.3%	i	-0.3	1%	0%	nt	0%	i
O=[N+]([O-])c1ccc(N2CCN(CCOCCO)CC2)c([N+](=O)[O-])c1	-5%	0.3%	i	-2.0	2%	3%	2%	0%	i
COc1ccc(NC(=S)N(CCO)Cc2cc3c(C)cc(C)cc3[nH]c2=O)cc1	-8%	6.0%	i	-1.4	0%	-21%	-12%	-4%	i
COc1ccc(NC(=O)CCc2nc3cccnc3n2Cc2cccs2)c(OC)c1	-1%	0.3%	nt	nt	5%	-5%	-18%	nt	i
CCOc1cc(CNCc2cc(OC)cc(OC)c2)ccc1OC	-8%	0.8%	i	-0.9	?	5%	8.2µM*	-3%	i
COc1ccc(OCc2nnc(SCC(=O)Nc3ccccc3C#N)o2)cc1	-9%	-0.6%	i	-2.2	10%	-22%	-3%	1%	i
CCOC(=O)C1(Cc2cccc(OC)c2)CCN(Cc2ccc(OC)c(O)c2)CC1	-1%	-1.1%	i	-1.6	5%	-32%	-4%	0%	?
COCc1c(C(=O)N/N=C\c2cccs2)nnn1-c1nonc1N	-1%	0.2%	i	1.4	0%	-7%	0%	-1%	i
CC1(NC(=O)CCc2nc3ccccc3c(=O)[nH]2)CCS(=O)(=O)C1 (centres undefined)	0%	-0.1%	i	0.3	-3%	-22%	-4%	-1%	i
O=C(Nc1ccc(CN2CCOCC2)cc1)c1ccc(-c2ccc(Cl)cc2Cl)o1	0%	3.9%	i	-1.5	?	-15%	?	0%	i
CCCCNc1nc2c(c(=O)n(Cc3ccc(Cl)c(Cl)c3)c(=O)n2C)n1C	-7%	0.1%	nt	nt	?	-100%	?	nt	i
COc1cccc(C2CC(c3cccc(Br)c3)n3nc(N)nc3N2)c1 (centres undefined)	-3%	5.9%	i	-0.9	4%	-4%	-2%	0%	i
CCN(C(=O)CN(C)S(=O)(=O)c1ccc2c(c1)n(C)c(=O)c(=O)n2C)c1cccc(C)c1	9%	0.3%	nt	nt	-9%	-22%	-1%	nt	i
Cc1cccc(C(=O)NCC(=O)N2CCN(c3ccccn3)CC2)c1	14%	-0.6%	i	-0.5	5%	0%	6%	-4%	i
O=C(CN1c2cccc3cccc(c23)S1(=O)=O)N1CCN(c2ccc(F)cc2)CC1	-7%	0.1%	i	-0.8	-18%	-22%	-23%	-1%	i
CCOc1ccc(OCC)c(NC(=O)C2CCCN(c3ncccn3)C2)c1 (centres undefined)	4%	-0.5%	i	-2.5	-2%	-4%	nt	0%	i
COc1ccc2[nH]cc(CCN3C(=O)CCC3=O)c2c1	-2%	0.0%	i	0.3	-2%	7%	-16%	0%	i
Further results follow.
SMILES	A549 viability	Nrf2 ARE act	Akt phos inh	CCT chaperon mod	TGFb SMAD3 inh	HepG2 tox	Nrf2 block	Mm-Cpn inhibitor	S2 tox
C[C@H](CO)N1C[C@H](C)[C@@H](CN(C)C(=O)Nc2ccc(C(F)(F)F)cc2)Oc2ccc(NC(=O)CCC(F)(F)F)cc2C1=O	-1%	1.1%	i	-3.2	-19%	-5%	-3%	-5%	i
Cc1ccc(S(=O)(=O)CCC(=O)OCC(=O)NCc2ccc(F)cc2)cc1	nt	-1.2%	i	-1.0	0%	2%	nt	nt	i
COCCC(=O)N1CCC(Oc2ccc(C(=O)NCCc3cn[nH]c3)cc2)CC1	1%	-1.4%	i	-2.6	3%	-4%	-8%	2%	i
Cc1cc(Nc2ncc(Cl)cc2Cl)n[nH]1	1%	2.0%	i	1.0	2%	-1%	1%	0%	i
CCCc1nc2scc(-c3ccc(C)cc3)c2c(=O)n1N	-3%	3.6%	i	1.3	-16%	27%	?	?	i
CCCCCC(=O)Nc1cccc(-c2nc3ncccc3o2)c1	0%	2.7%	i	-1.3	-27%	-18%	?	1%	i
Cn1c(CNC(=O)OC(C)(C)C)n[nH]c1=S	-2%	-0.2%	i	0.0	1%	0%	-5%	1%	i
CCOCCc1nn2c(=O)cc(COC(=O)COc3ccccc3Cl)nc2s1	-8%	0.3%	nt	nt	10%	2%	?	nt	i
Cc1nn(CC(=O)Nc2ccc(N3CCOCC3)cc2)c(C)c1Cl	2%	-0.2%	i	-1.5	7%	5%	3%	3%	i
Cc1cc(C)cc(NC(=O)Nc2ccccc2OCc2cc(=O)n3ccccc3n2)c1	-1%	8.4%	nt	nt	-8%	-20%	nt	nt	nt
O=C(CN1C(=O)c2ccccc2C1=O)OC(C(=O)c1ccc(Cl)cc1)c1ccccc1 (centres undefined)	5%	0.2%	nt	-2.8	-9%	2%	nt	-9%	i
COc1ccccc1S(=O)(=O)Cc1ccc(C(=O)NCC(OC)OC)o1	4%	-0.5%	i	0.2	1%	-13%	1%	-1%	?
CCC(=O)Nc1cccc(-c2nc3cc(C)ccc3o2)c1	-2%	8.6%	nt	nt	-12%	-40%	nt	nt	i
COc1ccc(CNC(=O)c2ccc(CS(=O)c3ccccc3)o2)cc1 (centres undefined)	1%	-0.8%	i	-0.7	3%	2%	-18%	0%	i
Cc1ccc(C(=O)NC(=S)NCC2CCCO2)cc1Br (centres undefined)	11%	9.0%	i	-0.6	2%	-17%	?	-1%	?
O=C(N/N=C/c1cn(Cc2cccc(F)c2)c2ccccc12)c1cc(O)cc(O)c1	7%	4.2%	i	0.2	?	-12%	-5%	-1%	i
C=CCNC(=O)/C(C#N)=C/c1ccccc1[N+](=O)[O-]	-4%	?	i	1.0	23%	-5%	3%	3%	i
COCCCNC(=O)c1c(NC(=O)c2cc(=O)c3ccccc3o2)sc2c1CCCC2	5%	2.2%	nt	nt	33%[activator]	8%	?	nt	i
CCOc1cc(C2NC(=O)c3c(sc4c3CCN(C)C4)N2)ccc1OC(=O)c1ccc(Br)cc1 (centres undefined)	1%	3.4%	nt	nt	7%	-1%	-4%	nt	i
Cc1ccc(CCNC(=O)c2c(C)nn(-c3ccc(F)cc3)c2-n2cccc2)cc1	-9%	-2.2%	nt	nt	?	-21%	-28%	nt	?
CC(NC(=O)CCc1nc2cc(S(=O)(=O)N3CCOCC3)ccc2n1C)c1ccc(S(N)(=O)=O)cc1 (centres undefined)	4%	0.0%	i	-3.5	-2%	-9%	-8%	-5%	i
Cn1c(=O)n(C)c2cc(NC(=O)COc3ccc(Cl)cc3)ccc21	1%	2.1%	i	1.7	7%	-6%	16µM*	2%	i
CC1(C)CC(=O)C=C(N=CC2=C(O)CC(C)(C)CC2=O)C1	2%	-0.8%	i	0.1	-1%	-3%	nt	nt	i
CCOc1cc(NC(=O)c2cccs2)c(OCC)cc1NC(=O)CCC(=O)NCc1ccccn1	0%	-0.5%	i	0.0	7%	-4%	1%	1%	i
CCN(CC)Cc1ccccc1Sc1ccccc1	0%	0.4%	i	1.3	-22%	-24%	2%	-1%	i
Cc1ccccc1C(=O)NC(=S)N(Cc1ccccc1)c1ccccn1	0%	1.8%	i	-3.8	12%	5%	10%	-1%	i
C=CCNC(=O)/C(C#N)=C/c1ccc(OS(=O)(=O)c2ccc(C)cc2)c(OC)c1	0%	?	i	-0.3	?	-70%	-10%	3%	i
COc1cccc(OC2OC3COC(C)(C)OC3C(O)C2NC(C)=O)c1 (centres undefined)	-1%	-0.5%	i	0.1	0%	-37%	-18%	1%[15.4 µM]	?

2 compounds from above, reduced to TGFb SMAD3 inh:
compound	TGFb SMAD3 inh
CCC(=O)Nc1cccc(-c2nc3cc(C)ccc3o2)c1	-12%
COc1ccc(CNC(=O)c2ccc(CS(=O)c3ccccc3)o2)cc1 (centres undefined)	3%

Of the compounds above, these contain a furan ring, fused or not.
SMILES	A549 viability	Nrf2 ARE act	Akt phos inh	CCT chaperon mod	TGFb SMAD3 inh	HepG2 tox	Nrf2 block	Mm-Cpn inhibitor	S2 tox
COc1ccc(CCC(=O)NCC(c2ccco2)N2CCc3ccccc32)cc1 (centres undefined)	-14%	-1.1%	i	0.2	?	9%	12%	?	i
O=C(Nc1ccc(CN2CCOCC2)cc1)c1ccc(-c2ccc(Cl)cc2Cl)o1	0%	3.9%	i	-1.5	?	-15%	?	0%	i
COc1ccccc1S(=O)(=O)Cc1ccc(C(=O)NCC(OC)OC)o1	4%	-0.5%	i	0.2	1%	-13%	1%	-1%	?
COc1ccc(CNC(=O)c2ccc(CS(=O)c3ccccc3)o2)cc1 (centres undefined)	1%	-0.8%	i	-0.7	3%	2%	-18%	0%	i
